Bioassay records as filed in PubChem BioAssay.
MT stabilizer: microtubule stabilizers in HeLa cells, primary screen, imaging, high-content imaging; HeLa tubulin immunostaining HCS, 24 h; share of cells brighter than vehicle mean+2SD; % tubulin-high responders, % at 10 µM; 200,000 compounds, 0.83% hits;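 active = plate Z-score above 3 for both tubulin-high and condensed-nucleus cell shares, with cell loss under 80%, at 10 µM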;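 note: anti alpha tubulin signal scored within the nucleus-defined area of each cell; some results filed as inactive read as strong as hits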
PMI inhibitors: inhibitors of human PMI, primary screen, biochemical, fluorescence intensity, coupled assay (AID 1209); inhibition, % at 20 µM; hits with a dose series show IC50 in µM; purified PMI enzyme, coupled fluorescence intensity; higher % means a stronger effect; 190,000 compounds, 0.42% hits; in the data active = inhibition above about 50%;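 note: plate controls were DMSO vehicle for no effect and wells lacking substrate for full effect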
TNAP activation fold: human TNAP enzyme activators, primary screen, biochemical, luminescent, no phosphate acceptor, uHTS (AID 1001) | activation fold at 20 µM, or EC50 in µM where a hit was titrated | purified TNAP, luminescent activation assay, no phosphate acceptor; higher activation fold means a stronger effect | 200,000 compounds, 0.03% hits; in the data active = activation fold from about 3, or a potency from the dose series; inactive = the rest, 99 in 100 with activation fold below about 1.6; note: many of its hits are not listed in these tables
bCat nuc transl: modulators of beta-catenin nuclear translocation, primary screen, imaging, HeLa cells, immunofluorescence, high-content. nuclear translocation activity, % at 5 µM. 190,000 compounds, 0.3% hits. AID 1665, 2009;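 active = nuclear translocation activity above 50% at 5 µM, with a well cell count of 50 or more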;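 note: per-cell ratio of nuclear to cytoplasmic median beta-catenin stain intensity; plate controls were DMSO negative control for no effect and GSK-3 inhibitor IX positive control for full effect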
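System: Human HeLa cells, endogenous beta-catenin | Compound dosing: 5 µM primary, 0.02–20 µM confirmation | Timing: 24 h compound exposure at 37°C, 5% CO2 | Measured by: Fluorescence imaging of beta-catenin antibody stain plus DAPI | Read-out basis: % activation of per-cell nuclear versus cytoplasmic median beta-catenin signal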
Lipid droplet: inhibitors of hepatocyte lipid droplet formation, primary screen, imaging, high-throughput imaging, BODIPY stain; 240,000 compounds, 0.4% hits; inhibition, % at 6.5 µM; AML12 mouse hepatocytes, oleate lipid droplets; AID 1656, 2009;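 active = lipid droplet intensity inhibited by at least 50%, with more than 500 cells counted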
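Test system: AML12 hepatocytes (mouse); reagent: oleate loading, 100 µM; dosing: one dose, 6.5 µM compound; incubation: overnight exposure; signal: fluorescence imaging, 20x objective, two fields per well; read-out basis: % inhibition of corrected integrated BODIPY droplet signal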
Dynein cargo inh: inhibitors of GR-EGFP nuclear translocation, primary screen, dynein cargo transport inhibitor project, imaging, high-content, 3617.4 mouse cells; test concentration mostly 20 µM; stimulated with dexamethasone, 1 µM; stronger effect = lower value; z-score, hits read low; 220,000 compounds, 0.47% hits; AID 1381, 2008;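 active = plate z-score of nuclear minus cytoplasmic receptor signal below a set negative limit, without overly bright fluorescence or cell loss, cut at about -3.5 in these data, passing the limit was not always enough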;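 note: z-score of nuclear minus cytoplasmic ring GR-EGFP intensity difference per well; some compounds called inactive have numbers as strong as hits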
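Buffer or medium – tet-free medium with charcoal-stripped serum · Signal – automated 10x imaging of fixed Hoechst-stained cells · Also added – dexamethasone agonist, 1.0 µM final, for 30 min · Incubation – induction 48 h, compound 1 h, agonist 30 min · Read-out – GR-EGFP nuclear translocation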
T cell modulator: modulators of CD8 T cell-vesicle binding, primary screen, mouse 2C CD8+ T cells, flow cytometry; 2C CD8+ T cell-vesicle binding; stronger effect = lower value; calls only at 7 µM; 330,000 compounds, 0.068% hits; AID 2052, 2009;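 active = response, share of CD8 T cells binding vesicles, and their 90th percentile fluorescence all below set limits, cut at about 80% in these data, passing the limit was not always enough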
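Material: murine 2C transgenic CD8+ T lymphocytes / Also added: QL9-peptide-loaded Drosophila micro-vesicles bearing Ld, ICAM-1 and B7-1 / Schedule: binding step 1.5 h, 37 °C, antibody labelling 20 min, ice / Signal: flow cytometry, PE anti-B7-1 (FL2) versus Alexa647 anti-CD8 (FL8), PFA-fixed / Evaluation: percent CD8+ FL2 mean versus row control / Benchmarks: naked versus QL9-loaded vesicles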
Myeloid diff MLP: induction of myeloid progenitor differentiation, primary screen, cell-based, flow cytometry, MLPCN library | calls only at 10 µM | ER-HoxA9 myeloid progenitors, lysozyme-GFP differentiation | AID 624256, 2012 | 360,000 compounds, 1% hits;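 active = normalized GFP-positive differentiation at or above the plate's own cutoff, the solvent-only control mean plus 3 SD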;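 note: cells exposed to compound for four days before flow analysis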
Insulin prom up: insulin promoter activators in MIN6 cells, imaging, high-content screening, mouse beta cells; MIN6 insulin promoter-GFP reporter; stronger effect = higher value; 190,000 compounds, 0.3% hits; z-score at 5 µM;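 active = z-score above 3 at 5 µM with at least 500 cells counted in the well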
Dynein cargo inh cytoplasmic EGFP: second read-out of Dynein cargo inh, no call of its own (marks repeat the call); z-score; measured here: cytoplasmic GR-EGFP intensity; stronger effect = higher value
Dynein cargo inh nuclear GR-EGFP: also measured in Dynein cargo inh; calls as there; z-score; measured here: nuclear GR-EGFP intensity;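 lower value marks the stronger effect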
Dynein cargo inh cell count: recorded beside Dynein cargo inh, whose call it bears; z-score; measured here: cell count per field
Insulin prom up cell count: recorded beside Insulin prom up, whose call it bears; cell count; measured here: cytotoxicity, nuclei count;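 total cells summed across four imaged fields per well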
Lipid droplet cells 6.5 µM: also measured in Lipid droplet; calls as there; cell count; measured here: cell count, cytotoxicity flag;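 cells counted across two imaged fields per well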
bCat nuc transl cell count 5 µM: second read-out of bCat nuc transl, no call of its own (marks repeat the call); cell count; measured here: cell count, cytotoxicity flag
T cell modulator vesicle-bound %: second read-out of T cell modulator, no call of its own (marks repeat the call); double positive events, %; measured here: CD8+ vesicle-bound cell fraction;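 binding gate set so that unloaded-vesicle control wells show 10% double positive cells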
MT stabilizer Hoechst-high %: further read-out of MT stabilizer, marked with its call; % Hoechst-high responders; measured here: nuclear condensation Hoechst responders;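 share of cells brighter than vehicle mean plus two SD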
MT stabilizer cytotoxicity %: further read-out of MT stabilizer, marked with its call; toxicity, %; measured here: cytotoxicity by cell density;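 0% = mean cell density of plate MIN control wells and 100% = no cells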
Myeloid diff MLP GFP+ MAC1+ %: further read-out of Myeloid diff MLP, marked with its call; GFP+ MAC1+ double positive, %; measured here: differentiation confirmed by MAC1 staining
* marks the source's active call; other numbers are inactive results; i = inactive; x = no result given.

SMILES	MT stabilizer	MT stabilizer Hoechst-high %	MT stabilizer cytotoxicity %	PMI inhibitors	TNAP activation fold	bCat nuc transl	bCat nuc transl cell count 5 µM	Lipid droplet	Lipid droplet cells 6.5 µM	Dynein cargo inh	Dynein cargo inh cytoplasmic EGFP	Dynein cargo inh nuclear GR-EGFP	Dynein cargo inh cell count	T cell modulator	T cell modulator vesicle-bound %	Myeloid diff MLP	Myeloid diff MLP GFP+ MAC1+ %	Insulin prom up	Insulin prom up cell count
Cc1[nH][nH]c(=O)c1N=Nc1ccccc1Cl	x	x	x	x	x	2.7	663	0.6	708	1.22	-0.216	0.182	-1.09	i	23.7	i	1.0	-0.23	1504
CC(C)(C)NC(=O)/C(=C/c1ccccc1F)NC(=O)c1ccc([N+](=O)[O-])cc1	1.7	2.5	5.2	-0.4%	1.1	0.5	1542	-3.4	660	-0.778	-0.209	-1.03	0.907	i	27.1	i	1.1	0.2	1394
CC(=O)/C=C(\C)N=Nc1c(O)[nH]c2ccccc12	x	x	x	x	x	0.2	1308	26.3	816	0.0876	-0.288	-0.371	0.542	i	34.5	i	0.6	-0.88	1163
COc1ccc(C(=O)Nc2cc(Cl)ccc2Cl)c(OC)n1	4.7	2.2	3.7	9.4%	1.1	0.3	1016	-6.4	779	1.03	-0.209	0.971	-0.234	i	27.4	i	0.5	1.75	1266
Cc1ccc(CNC(=O)CCCNC(=O)c2ccc(Cl)cc2)n1C	4.9	3.5	4.9	11.0%	1	-4.4	1188	-3.0	773	-0.172	-0.308	0.0704	0.0326	i	42.1	i	0.4	0.02	1211
Clc1nc(CN2CCCCC2)nc2sc3c(c12)CCCC3	0.1	4.8	4.1	-6.8%	1.1	0.5	1152	-1.5	705	-3.68*	0.226*	-1.08*	0.189*	i	2.7	i	0.3	-0.56	1345
COC(=O)c1scc2c(=O)cc(C(F)(F)F)[nH]c12	x	x	x	x	x	1.8	1412	-0.9	729	0.62	-0.233	0.235	-0.418	i	35.1	i	1.3	0.11	1325
O=C(NCCSCc1ccccc1)c1ccc(Cl)c(S(=O)(=O)N2CCOCC2)c1	3.9	2.3	10.8	-3.2%	1	0.0	1144	-23.8	707	-0.318	-0.245	-0.585	-0.299	i	38.1	i	0.3	x	x
NS(=O)(=O)c1ccc(N/N=C2/CCCCC2C2CCCCC2)c([N+](=O)[O-])c1 (stereo not drawn)	1.7	3.1	5.2	22.2%	1	0.6	985	25.8	528	-0.359	-0.28	-0.374	0.53	i	20.9	i	0.4	x	x
COC(=O)c1cccnc1-n1c(=O)c2cccnc2n(Cc2ccc([N+](=O)[O-])cc2)c1=O	5.9	2.9	7.4	8.2%	1.1	-1.0	1042	-28.1	662	0.333	-0.309	0.446	0.367	i	26.6	i	0.7	-0.15	1265
OC(CN1CCCCC1)Cn1c(C(F)(F)F)nc2ccccc21 (stereo not drawn)	1.5	1.8	7.9	12.4%	1.1	0.2	1082	-6.8	536	0.333	-0.263	0.457	0.798	i	51.4	i	1.2	x	x
COc1ccccc1NC(c1cccnc1)c1ccc2cccnc2c1O (stereo not drawn)	2.3	2.3	3.3	46.8%	1.4	-0.4	1061	7.3	536	0.947	-0.168	0.234	0.134	i	39.4	i	0.4	0.1	1347
Cc1cccc(OCC(=O)Nc2nnn(C)n2)c1C	4.8	3.0	2.4	7.1%	1.1	x	x	-5.9	696	-0.05	-0.115	-0.0151	0.215	i	26.1	i	0.6	x	x
O=C(NNC(=O)c1ccc[nH]1)Nc1cc(Cl)cc(Cl)c1	x	x	x	x	x	-0.3	1358	-0.9	703	0.45	-0.136	0.827	-1.35	i	16.2	i	0.2	0.4	1021
Cc1cc(C)n(CC(O)COc2ccccc2[N+](=O)[O-])n1 (stereo not drawn)	4.6	2.8	5.7	3.5%	1.1	-3.6	1100	-5.5	757	0.136	-0.00536	0.298	-0.0992	i	59.1	i	0.5	0.34	1405
CNC(=O)c1ccccc1NC(=O)c1cccc(S(=O)(=O)N2CCCCC2)c1	4.5	2.0	8.2	10.2%	1	-1.0	1115	-15.5	698	-0.982	-0.269	-0.334	0.557	i	25.2	i	0.7	0.1	1337
C#CCNC(=O)c1cc2sccc2n1C	1.1	1.5	3.7	-6.2%	1	0.6	1029	-1.7	710	-0.148	-0.314	-0.618	0.99	i	16.0	i	0.5	-0.16	1420
CN(C)CCNc1oc(COc2cccc(Cl)c2)nc1C#N	3.5	2.0	5.7	-4.0%	1.1	-0.3	956	x	x	-1.24	-0.184	-0.387	1.37	i	37.7	i	0.8	0.44	1233
N#Cc1ccc(COC(=O)CSc2nnc(C3CCCCC3)n2N)cc1	5.7	3.3	1.4	6.9%	1.1	-2.6	932	x	x	-0.38	-0.335	-0.0339	0.107	i	26.8	i	2.7	1.15	1135
CCOC(=O)CSc1nc2ccccc2n1CC(=O)NC(C)(C)C	3.9	2.0	11.3	6.4%	1.1	1.6	1353	x	x	-0.576	-0.409	-8.95e-05	0.591	i	20.9	i	0.4	0.55	1610
CCOC(=O)N1CCN(CCC(=O)c2ccc(OC)cc2)CC1	2.1	2.3	5.4	0.1%	0.9	-0.2	975	-2.3	705	-2.45	0.851	-1.08	-1.39	i	30.3	i	0.4	0.4	1067
COc1cnc(-c2ccccn2)nc1Oc1cccc(Cl)c1	1.9	1.0	4.6	0.3%	1.1	x	x	x	x	x	x	x	x	i	30.5	i	1.6	x	x
Cc1ccc(NC(=O)C(C)c2ccc([N+](=O)[O-])cc2)cc1Cl (stereo not drawn)	2.1	2.1	5.8	16.9%	1.1	-0.7	1131	-1.9	636	0.262	-0.177	-0.0565	-0.148	i	64.8	i	0.4	-0.79	1492
O=C(O)c1cc2c(s1)CCCC2	3.0	1.3	70.8	-0.1%	1.1	-0.3	1031	-2.8	557	0.712	-0.285	0.779	-0.381	i	40.3	x	x	0.02	1105
Cc1cc(=O)n2[nH]c(SCc3ccccc3)nc2n1	1.2	0.8	6.6	-3.5%	1.1	x	x	17.4	772	0.421	-0.219	0.215	0.167	i	49.4	i	0.9	-0.13	939
O=c1/c(=C\c2cccc(O)c2)sc2nc(-c3ccccc3)c(-c3ccccc3)n12	x	x	x	x	x	0.1	1394	8.5	725	-0.272	-0.737	-0.309	-0.0243	i	42.2	i	0.0	-0.26	844
COc1ccccc1/C=C/C(=O)OC(C)CN1CCOCC1 (stereo not drawn)	1.0	2.1	5.4	1.4%	1.1	-1.2	1297	x	x	0.0561	-0.211	-0.107	0.231	i	49.7	i	0.8	-0.99	1441
CCn1c(CNC(=O)COc2ccc(C(C)C)cc2)nnc1SCC(=O)NC1CCCCC1C (stereo not drawn)	3.7	2.6	7.2	6.9%	1.1	-0.3	1157	30.6	686	-0.0933	-0.112	-0.0362	0.464	i	11.9	i	1.0	x	x
CC(C)N(CCNC(=O)c1oc(=O)c2ccccc2c1-c1ccccc1)Cc1ccco1	1.7	1.3	8.6	0.7%	1	-0.9	1087	-22.2	605	0.193	-0.305	0.297	-0.176	i	63.5	i	0.1	-0.61	1334
COc1ccc(C2/C=C\CN(C(=O)CC(C)C)CC(=O)N2Cc2ccc(F)cc2)cc1 (stereo not drawn)	x	x	x	x	x	-1.3	1303	0.9	670	1.87	-0.743	0.815	-0.822	x	x	i	1.3	0.81	902
Cc1ccc(C(=O)OCC(=O)NCCN2C(=O)CSC2=O)cc1	3.6	2.5	8.0	-0.7%	1.1	0.5	951	6.0	620	-0.584	-0.207	0.386	0.326	i	59.2	i	0.1	x	x
O=C(c1cc(S(=O)(=O)Nc2ccccc2F)c(Cl)cc1Cl)N1CCN(CCO)CC1	2.1	2.4	6.2	-18.6%	1	3.3	992	-4.8	720	-0.409	-0.322	0.121	-0.594	i	46.3	i	0.4	-0.4	1055
COc1cc(C(=O)OCCCN(C)C)cc(OC)c1OC	x	x	x	x	x	-1.2	1345	12.4	671	-0.423	-0.792	-0.542	0.15	i	34.6	i	0.2	-0.36	1113
Oc1ccc(N=Cc2cc(Br)c(N3CCOCC3)o2)cc1	1.2	2.8	0.2	3.5%	1	x	x	-25.2	633	-0.674	-0.306	-0.652	0.629	i	23.7	i	0.9	-0.36	1089
